Screens from PubChem.
PTAP TSG101 blk = blocks PTAP/TSG101 interaction to inhibit HIV-1 budding; Fluorescence polarization, FITC-PTAP peptide / Tsg101 binding; AID 493005; 340,000 tested, under 10 active; Potency, µM (titrated, usually from 115 µM), without a hit: at the highest dose activity change, negative = inhibition, actives largely listed as inhibitors; Q99816; active = well fitted inhibition curve with a large enough effect in the main read-out, with a control signal flat, not every such curve was filed as active; inconclusive = small, poorly fitted or top-dose-only effect, or effect the other way, or a change in a side signal; inactive = no such curve, though single readings can be large or run the other way; also: potency is read from the fitted curve at half-maximal effect; % of control where 0% means no effect
Target sequence (Q99816 whole entry, looked up): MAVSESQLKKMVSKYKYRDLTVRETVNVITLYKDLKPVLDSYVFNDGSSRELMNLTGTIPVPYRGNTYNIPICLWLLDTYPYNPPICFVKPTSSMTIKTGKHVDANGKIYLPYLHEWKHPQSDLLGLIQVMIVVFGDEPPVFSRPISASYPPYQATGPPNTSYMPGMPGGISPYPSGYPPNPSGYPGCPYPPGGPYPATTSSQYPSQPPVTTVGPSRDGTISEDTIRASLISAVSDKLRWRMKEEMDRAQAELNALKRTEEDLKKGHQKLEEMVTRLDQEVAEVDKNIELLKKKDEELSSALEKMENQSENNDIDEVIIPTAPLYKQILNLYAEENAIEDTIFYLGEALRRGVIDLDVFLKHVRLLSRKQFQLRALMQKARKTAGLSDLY
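FP read-out: FITC-PTAP peptide, 50 nM final, binding Tsg101 binding domain, 10 uM final; 20 min, r.t.; 10 mM HEPES pH 7.5, 0.15 M NaCl, 0.01% Tween 20, 3 mM EDTA, 0.1 mM TCEP.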
ELG1 DNA repair = inhibitors of ELG1-dependent DNA repair in HEK293T cells. AID 504467. HEK293T ELG1-luciferase reporter, luminescence, 16 h; DNA damage induced by 5-fluorouridine. Potency, µM (doses to about 46.1 µM), for inactives: at the highest dose activity change, negative = inhibition, hits mostly inhibitors. 330,000 tested, 2.3% active; also: potency is read from the fitted curve at half-maximal effect; % is scaled to controls: 0 for no effect and ±100 for the full control effect; nearly all actives have a fitted effect of over 55% in size
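Overnight (16 hr) co-exposure of 2,000 cells/well to 5-fluorouridine and compound at 37 °C preceded detection. Luciferase was quantified via ONE-Glo luminescence; loss of signal denotes inhibition.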
Chronic BCR inh = inhibitors of chronic active B-cell receptor signaling; Potency, µM (highest dose often 46.1 µM), without a hit: top-dose ratio change, negative = lower green/red ratio, usual class: inhibitors; 340,000 tested, 0.05% active; AID 493014; ABC-DLBCL IkBa-CBG/CBR reporter, luminescence ratio, 4 h; active = well fitted inhibition curve with a large enough effect in the signal ratio, with a control signal flat, not every such curve was filed as active; inconclusive = small, poorly fitted or top-dose-only effect, or effect the other way, or a change in a side signal; the % refers to the signal ratio;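 also: potency is read from the fitted curve at half-maximal effect; plate controls were basal doxycycline-induced cells for no effect and cells given 10 µM MG132 for full effect; MG132 reads +100%, hits lower the ratio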
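Concentration-response series (up to 46 uM) were applied to TMD8 dual-reporter cells for 4 h at 37C with doxycycline. Green/red ratio, after filter-overlap correction, defined %Activity; red signal alone was normalised to basal cells and zero luminescence.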
TSHR antagonist = antagonists of human thyroid stimulating hormone receptor; TSHR-expressing cells, TSH-stimulated cAMP HTRF, 2 h; hits give low values; activity change, negative = inhibition, % at 11.5 µM; 330,000 tested, 0.2% active; AID 504810;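 active = activity change below a set negative limit, meaning inhibition stronger than a set level, cut at about -70% in these data; inconclusive = activity change between two set negative limits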; also: % is scaled to controls: 0 for no effect and ±100 for the full control effect
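TSHR-expressing cells, 200/well, pre-treated with compound, then stimulated with EC80 TSH (4nM final) for 2 hours at 37 deg C. cAMP measured by competitive HTRF: anti-cAMP cryptate antibody in lysis buffer plus cAMP-d2, read after 30 minutes at room temperature.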
AT treatment = candidate therapy for ataxia-telangiectasia; […] A-T fibroblasts, KAP-1 phosphorylation AlphaLISA; neocarzinostatin DNA damage 30 min before lysis; Potency, µM (titrated, usually from 57.5 µM), for the others: at the highest dose activation, usual class: activators; 320,000 tested, 0.19% active; also: potency is read from the fitted curve at half-maximal effect; % of control where 0% means no effect; nearly all actives have a fitted effect of over 45% in size
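hTERT-immortalized A-T patient fibroblasts ([…]), 500 cells/well in OPTI-MEM, 1% FBS, got compounds for 60 min, then NCS for 30 min at 37C. Lysates were then assayed for phospho-KAP-1 by AlphaLISA (anti-pKAP1 donor, anti-KAP1 acceptor beads), 6 hr at 25C.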
Eya2 inh = blocks the phosphatase activity of human Eya2 | recombinant Eya2, OMFP fluorescence dephosphorylation (OMFP is methylfluorescein phosphate) | Potency, µM (series often up to 76.9 µM), for the others: at the highest dose activity, negative = inhibition, usual class: inhibitors | 330,000 tested, 0.006% active; also: potency is read from the fitted curve at half-maximal effect; % is scaled to controls: 0 for no effect and ±100 for the full control effect
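Eya2 protein (added as 0.2 uM solution) was preincubated with compound for 10 min at ambient temperature in 50 mM HEPES pH 7.5, 50 mM NaCl, 5 uM MgCl2, 0.05% BSA, 1 mM DTT. OMFP (added at 50 uM) then reacted 10 min; fluorescence read at 485/525 nm.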
a7 integrin act = activators of alpha7 integrin expression for muscular dystrophy. alpha7betagal myoblasts, beta-gal FDG fluorescence, 48 h. Potency, µM (highest dose often 38.3 µM), for the others: top-dose activation, most hits filed as activators. 350,000 tested, 0.064% active;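 also: potency is read from the fitted curve at half-maximal effect; 100% = response of the positive control SU9516; nearly all actives have a fitted effect of over 60% in size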
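alpha7betagal+/- myoblasts (passage 13, 250/well) treated 48 h at 37C with compounds at 1:260 dilution of DMSO stock. Lysed, then beta-galactosidase activity read as FDG fluorescence (ex 480/em 540) after 30 min, with pre-read for autofluorescence.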
TCR activator = activators of T cell receptors | AID 504894 | primary human leukocytes, anti-CD3, IL-2 HTRF, 48 h | 330,000 tested, under 10 active | Potency, µM (series often up to 9.22 µM), for the others: at the top dose activation of IL-2 secretion, hits mostly activators; also: % of control where 0% means no effect
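Using a-CD3 beads without co-stimulation, primary human leukocytes were exposed to compounds for 48 hr. An HTRF IL-2 kit measured the cytokine, with europium-to-d2 energy transfer producing emission at 665nm upon 320nm excitation.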
Tb PFK inh = blocks T. brucei phosphofructokinase; O15648; T. brucei PFK, ADP-Glo luminescence; Potency, µM (highest dose often 57.5 µM), inactives show at the top dose activity, negative = inhibition, usual class: inhibitors; 330,000 tested, 0.17% active; AID 485367;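 also: potency is read from the fitted curve at half-maximal effect; 0% = uninhibited 1x PFK enzyme wells and -100% = no-enzyme wells; nearly all actives have a fitted effect of over 60% in size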
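Activity is normalized to no-enzyme wells (full inhibition) and 1.25 nM enzyme wells (no inhibition). Reaction: 0.5 mM F6P, 0.1 mM ATP, 45 min RT, ADP-Glo luminescence; concentration-response curves fitted and classed by quality.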
S-ASM inh = blocks human secretory acid sphingomyelinase; placental ASM, HMU-PC fluorogenic substrate, 60 min; 340,000 tested, 0.006% active; Potency, µM (highest dose often 57.5 µM), for inactives: at the highest dose activity change, negative = inhibition, most hits filed as inhibitors; P17405; AID 504937; also: potency is read from the fitted curve at half-maximal effect
Target sequence (P17405 47-631 limits assumed): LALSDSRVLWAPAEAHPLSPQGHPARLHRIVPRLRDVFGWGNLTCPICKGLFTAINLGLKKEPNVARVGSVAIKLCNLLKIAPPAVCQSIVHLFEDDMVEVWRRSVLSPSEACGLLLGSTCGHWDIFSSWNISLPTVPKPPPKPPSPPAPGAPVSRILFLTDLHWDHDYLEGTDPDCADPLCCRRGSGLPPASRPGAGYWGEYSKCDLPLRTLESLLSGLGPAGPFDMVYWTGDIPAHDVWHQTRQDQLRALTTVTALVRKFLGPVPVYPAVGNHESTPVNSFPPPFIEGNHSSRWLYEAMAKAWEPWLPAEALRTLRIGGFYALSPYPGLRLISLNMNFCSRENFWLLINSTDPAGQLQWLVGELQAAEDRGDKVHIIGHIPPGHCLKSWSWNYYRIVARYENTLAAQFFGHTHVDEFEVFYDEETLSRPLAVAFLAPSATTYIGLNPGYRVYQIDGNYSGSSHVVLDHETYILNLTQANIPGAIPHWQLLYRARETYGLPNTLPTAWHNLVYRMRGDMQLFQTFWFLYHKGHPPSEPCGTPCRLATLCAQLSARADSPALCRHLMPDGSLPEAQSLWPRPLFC
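qHTS format. ASM enzyme prepared from human placenta hydrolyses the fluorogenic substrate HMU-PC0 (9 uM final) over 60 min at 37 °C after a 10 min compound preincubation.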
Mito fusion act = inhibitors of mitochondrial division or activators of mitochondrial fusion | S. cerevisiae fusion-defective mutant growth rescue, CellTiterGlo 48 h | Potency, µM (titrated, usually from 46.1 µM), inactives show at the highest dose growth rescue (activation), hits mostly activators | 320,000 tested, 0.23% active | AID 485298;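 also: potency is read from the fitted curve at half-maximal effect; % of control where 0% means no effect; nearly all actives have a fitted effect of over 45% in size; temperature-sensitive fusion mutants such as fzo1-1 at 37 °C on non-fermentable ethanol glycerol medium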
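Yeast fusion mutant, YPEG (non-fermentable carbon), compound, 48 h at 37C non-permissive; CellTiterGlo added, 10 min RT, luminescence read. Rescued growth = division inhibition.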
Numbers without * were called inactive; i = inactive; ? = inconclusive; . = not tested or not shown; [ ] = another dose, or the depositor's remark. Unless noted, calls follow the shape of the dose curve; as a rule, active = well fitted curve in the direction sought with a large enough effect; inconclusive = small, poorly fitted or top-dose-only effect, or another doubt; inactive = no such curve, though single readings can be large; an effect the other way counts as inactive or inconclusive.

Each structure is followed by: PTAP TSG101 blk	ELG1 DNA repair	Chronic BCR inh	TSHR antagonist	AT treatment	Eya2 inh	a7 integrin act	TCR activator	Tb PFK inh	S-ASM inh	Mito fusion act
Cc1ccccc1NC(=O)C(C)n1c2ccccc2c2nc(=O)cc(C)n21 (configuration not stated)
 : -3.8%	-1.9%	-9.9%	6.3	0.0%	-19.2%	-13.0%	4.4%	-1.8%	-1.6%	2.1%
O=C(COC(=O)/C=C/c1ccc(Cl)c(Cl)c1)NC1CCCC1
 : 0.2%	13.3%	2.4%	-15.6	6.7%	17.0%	-10.7%	1.8%	-0.1%	2.6%	0.7%
O=C(COc1c(Br)cc(Br)c2cccnc12)N1CCCCC1
 : -4.7%	-2.1%	2.4%	8.8	1.9%	-4.9%	?	-13.3%	-1.3%	-1.8%	?
Cc1cc(C)c(C#N)c(Nc2ccc(F)cc2)n1
 : -0.8%	2.2%	6.3%	-8.1	3.8%	-3.2%	-15.0%	10.5%	-3.3%	4.2%	1.1%
O=C1C=CC(=O)N1
 : -0.3%	-2.8%	?	11.9	-7.5%	3.0%	.	-1.2%	-9.9%	-4.6%	-2.5%
CC(=O)Nc1cc2ccc(OC(C)=O)cc2oc1=O
 : -6.1%	5.5%	-8.4%	33.0	-2.9%	-2.2%	0.0%	-52.2%	-0.6%	i	-0.2%
C=CCn1c(SCc2csc(C)n2)nc2sc3c(c2c1=O)CCCC3
 : -0.3%	0.3%	?	-11.9	-1.6%	-11.3%	2.0%	-1.6%	0.6%	-10.3%	19.7%
O=C(Nc1ccc(-c2nc3c(ccc4ccccc43)o2)cc1)c1ccco1
 : -1.6%	?	1.1%	-24.7	.	9.2%	?	.	0.2%	185.4%[activator]	-0.8%
Cc1cc(S(=O)(=O)Nc2ccc(C(=O)N3CC(C)OC(C)C3)cc2)ccc1F (configuration not stated)
 : 0.5%	7.2%	1.1%	19.9	1.4%	-9.1%	1.1%	-2.4%	1.7%	.	13.5%
CCC1S/C(=N/C(=O)NC2CCCCC2)NC1=O (configuration not stated)
 : -5.7%	?	-14.4%	-10.0	.	-3.8%	1.8%	-0.8%[46.1 µM]	-2.7%	0.9%	-1.1%
COC(=O)Cn1c(C)nc([N+](=O)[O-])c1Br
 : -0.1%	-6.5%	18.8%	6.1	-3.7%	-2.2%	-42.8%[inhibitor]	4.4%	-0.1%	3.2%	4.3%
CCCCCC/C=C/c1ccc(OC)c([C@H]2[C@H]3C=CC[C@@H](C)[C@@H]3C(=O)N2Cc2ccccc2)c1
 : .	-6.3%	-3.2%	-4.6	6.5%	-11.5%	15.9%	-3.6%	2.8%	-7.0%	17.1%
CCN(c1ccccc1)S(=O)(=O)c1cc(C(=O)Nc2cccc(Cl)c2)ccc1F
 : -2.5%	23.1µM*	?	-16.1	3.5%	3.1%	-42.0%	9.6%[46.1 µM]	-1.3%	-5.6%	?
COc1ccccc1CCC(=O)N1CCC(n2nccc2NC(=O)CC(C)C)CC1
 : -2.1%	11.7%	?	6.2	1.6%	11.7%	-17.4%	2.9%	0.1%	2.5%	-3.2%
COc1cc2nc(C3CCC3)n(NC(=O)C3CCC(OC)CC3)c(=O)c2cc1OC (configuration not stated)
 : .	-3.3%	-6.9%	-7.5	-2.3%	-25.9%	-17.8%	.	-1.7%	1.5%	1.5%
CCN1CCN(CCCNC(=O)C2c3ccccc3C(=O)N(C)C2c2ccc(OC)cc2)CC1 (configuration not stated)
 : -3.6%	14.9%	?	2.6	-2.5%	14.4%	0.0%	-18.4%	-6.3%	3.8%	-0.4%
O=C(Nc1ccnn1C1CCN(Cc2ccc(OC(F)F)cc2)CC1)C1CCCC1
 : -0.5%	-18.3%	-6.4%	-15.0	20.5%	-5.3%	-50.6%[inhibitor]	-4.7%	-1.0%	-2.1%	0.6%
COc1ccc(CN2CCn3nc(C(=O)NC4CC4)cc3C2=O)cc1
 : -2.4%	8.7%	-0.6%	5.0	6.4%	1.5%	-14.2%	-1.9%	-5.3%	2.8%	-1.6%
CCOC(=O)c1cnn2cc(-c3[nH]ncc3[N+](=O)[O-])cnc12
 : 0.1%	?	?	-4.4	1.4%	-3.3%	-14.7%	-1.2%[46.1 µM]	0.9%	-2.0%	-1.3%
CCOC(=O)c1c(S(=O)(=O)N(C)Cc2ccco2)c(C)n(C)c1C
 : -5.5%	10.1%	-0.6%	2.9	-1.5%	-1.8%	14.0%	-2.6%	-1.9%	2.7%	0.4%
COc1ccc(/C=C/C(=O)OCC(=O)N2CCc3ccccc32)cc1
 : -3.8%	22.4%	-0.1%	6.6	2.4%	-4.8%	11.2%	6.4%	0.4%	3.0%	0.6%
COCCCN1CN=C(NS(=O)(=O)c2ccc(C)cc2)NC1
 : 1.1%	-11.6%	-0.4%	-2.6	-0.4%	-14.4%	23.6%	2.6%	0.6%	3.0%	-20.1%
CC(c1ccccc1)c1nnc(NC(=O)Nc2ccccc2F)s1 (configuration not stated)
 : 0.4%	?	8.3%	11.6	7.4%	-10.8%	7.7%	0.3%	-5.9%	-1.7%	?
Cc1ccc(CNC(=O)C(=O)NCCC2=CCCCC2)cc1
 : 0.6%	9.8%	-1.6%	7.4	-3.4%	-11.2%	10.9%	-9.9%[46.1 µM]	0.7%	3.7%	-0.4%
COc1ccccc1NC(=S)NNC(=O)c1nn(C)c(C)c1Br
 : -9.1%	?	?	2.3	-1.1%	11.6%	4.0%	3.4%[46.1 µM]	3.6%	0.9%	-1.6%
COc1cc([N+](=O)[O-])ccc1NC(=S)NC(=O)CC(C)(C)C
 : -2.3%	-6.0%	8.8%	-13.3	6.9%	2.2%	?	-5.0%	2.6%	-7.3%	-3.4%
O=C(NC(=S)Nc1ccc(N2CCOCC2)c(Cl)c1)c1cccs1
 : 0.3%	-6.3%	-6.4%	-17.1	2.3%	-2.4%	2.4%	-8.0%	0.2%	-6.2%	21.3%
C=CCN1c2ccccc2[C@]23C[C@@H](C(=O)OC)N=C2NC(C(=O)OC)=C(C(=O)OC)[C@H]13
 : -2.5%	4.7%	-10.7%	-6.5	?	0.9%	-8.7%	3.4%	2.0%	5.1%	9.1%
CC(=O)NC(CC(=O)NNC(=O)C(C)Oc1ccccc1F)c1ccccc1 (configuration not stated)
 : 0.2%	1.6%	?	13.0	2.1%	-8.4%	0.0%	2.3%	0.6%	.	1.6%
O=C(NCCC1=CCCCC1)c1ccc(=O)oc1
 : -6.0%	?	3.8%	-5.0	2.2%	-16.6%	8.5%	-2.5%	-1.7%	10.9%	-1.2%
O=C(OCCN1C(=O)c2ccccc2C1=O)c1cc(S(=O)(=O)N2CCOCC2)ccc1Cl
 : -6.2%	-9.0%	-0.3%	15.5	-8.0%	11.1%	16.1%	-3.0%	-5.7%	-2.3%	11.6%
CCc1ccc(-c2nc(SCC(=O)c3c(N)n(C4CC4)c(=O)[nH]c3=O)n[nH]2)cc1
 : -0.7%	1.5%	?	-7.5	-3.1%	-0.6%	-2.8%	7.5%	-4.4%	0.7%	-3.3%
O=C(COC(=O)CN1C(=O)c2ccccc2C1=O)NC1CCCCC1
 : -4.5%	4.3%	?	21.2	-0.8%	-15.5%	?	5.1%	-1.5%	1.0%	4.2%
CC(=O)c1c(C(C)=O)c(C)n(-c2nc(-c3cccs3)c(C)s2)c1C
 : -1.9%	-8.0%	?	-7.2	-3.8%	1.0%	8.7%	-4.1%	0.2%	-0.5%	0.6%
COc1ccccc1N(C)S(=O)(=O)c1ccc(C)c(C(=O)Nc2nccs2)c1
 : -1.5%	?	?	-8.4	4.1%	-20.2%	11.3%	0.3%	0.2%	-2.8%	7.1%
